# TCR CD3 inh – inhibitors of human TCR-CD3 interaction | TAMRA-labeled TCR probe fluorescence, biochemical | inhibition, % at 9.4 µM | hit rate 0.37% among 360,000 | AID 651800; in the data active = inhibition above about 19%;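 also: recombinant mutant TCR 2C K166C tagged with TAMRA read by polarization; 0% = receptor in buffer alone and 100% = receptor with positive control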
# PRMT1 FP inh – blocks human protein arginine methyltransferase 1 | Q99873 | recombinant PRMT1, activity-based probe fluorescence polarization | inhibition, % at 2.79 µM | hit rate 1.3% among 370,000 | AID 652257;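 active = inhibition above about 21% made by adding two undisclosed values, limit read from the data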
# Target sequence (Q99873 whole entry, looked up): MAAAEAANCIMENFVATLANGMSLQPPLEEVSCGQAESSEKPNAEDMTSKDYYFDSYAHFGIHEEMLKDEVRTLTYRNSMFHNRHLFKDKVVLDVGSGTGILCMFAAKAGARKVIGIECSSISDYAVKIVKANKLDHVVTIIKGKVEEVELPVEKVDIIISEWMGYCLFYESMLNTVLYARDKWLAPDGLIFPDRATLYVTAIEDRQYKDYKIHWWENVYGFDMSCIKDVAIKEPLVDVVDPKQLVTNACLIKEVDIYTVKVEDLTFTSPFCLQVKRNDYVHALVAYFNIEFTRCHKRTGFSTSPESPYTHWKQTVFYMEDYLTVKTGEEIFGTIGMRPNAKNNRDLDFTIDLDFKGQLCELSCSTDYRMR
# LEDGF integ inh – blocks HIV-1 LEDGF/p75-dependent DNA integration. TR-FRET IN-LEDGF/p75 DNA integration, Eu/Cy5. inhibition, % at 3.7 µM. hit rate 0.64% among 370,000. AID 743269;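 active = inhibition above the screen-wide mean plus 3 SD, cut at about 13% in these data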;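 also: signal is the Cy5 over europium emission ratio at 671 and 618 nm; 0% = plate median of compound wells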
# MBD2 DNA inh – MBD2-methylated oligo binding inhibition. Q9UBB5. TR-FRET, MBD2 binding to methylated oligonucleotide. inhibition, % at 4.4 µM. hit rate 0.31% among 370,000. AID 686964; in the data active = inhibition above about 13%
# TDP2 inh – blocks human TDP2 phosphodiesterase activity; O95551; recombinant TDP2, T5PNP hydrolysis, p-nitrophenol absorbance 415 nm; inhibition, % at 12.8 µM; hit rate 0.34% among 370,000;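 active = inhibition above the mean of all tested compounds plus 3 SD, set per campaign, cut at about 25% in these data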;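 also: 0% = DMSO with enzyme and 100% = buffer with substrate but no TDP2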
# Target sequence (O95551 whole entry, looked up): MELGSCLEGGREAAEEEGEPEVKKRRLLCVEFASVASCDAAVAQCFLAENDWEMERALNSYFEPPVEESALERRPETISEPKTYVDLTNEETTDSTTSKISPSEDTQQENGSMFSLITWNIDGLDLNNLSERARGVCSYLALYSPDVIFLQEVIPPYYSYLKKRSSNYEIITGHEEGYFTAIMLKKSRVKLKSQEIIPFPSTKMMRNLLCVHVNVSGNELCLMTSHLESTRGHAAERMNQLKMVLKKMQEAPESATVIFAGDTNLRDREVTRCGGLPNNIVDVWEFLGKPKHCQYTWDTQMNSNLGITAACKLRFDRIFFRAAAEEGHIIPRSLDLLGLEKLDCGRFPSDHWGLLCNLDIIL
#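 Material: recombinant human TDP2; quantity: TDP2 enzyme at 120 nM final; medium: Tris-HCl pH 7.5 with MgCl2; compound: single concentration, 12.8 µM nominal, with 1% DMSO; incubation: 2 h enzyme incubation at 37 °C; signal: epi absorbance; measure: percent inhibition; benchmarks: high control without enzyme, low control DMSO plus TDP2; repeats: singlicate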
# UHRF1 MBD2 ctr – blocks human UHRF1 binding to methylated DNA | Q96T88 | UHRF1 binding to methylated oligo, TR-FRET | inhibition, % at 4.4 µM | hit rate 0.75% among 370,000 | AID 687016; in the data active = inhibition above about 21%;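 also: UHRF1 SRA domain binding a hemimethylated CpG hairpin DNA probe; 0% = median of test compound wells and 100% = reference inhibitor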
# DDE Tn6 FP inh – disrupts Tn6 cyclic peptide binding to fibrin D-Dimer-E complex; P02675; Fibrin DD(E) TRITC-Tn6 fluorescence polarization displacement; inhibition, % at 8.3 µM; hit rate 0.21% among 370,000; AID 720509;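 active = inhibition above a per-campaign cutoff: mean of compounds within control limits plus 3 SD, cut at about 15% in these data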;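 also: 0% = median of all compound wells on the plate and 100% = blocking peptide control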
# DDE Tn7 FP inh – DD(E)-Tn7 binding inhibition, primary FP screen; P02675; AID 720508; FP displacement of FITC-Tn7 peptide from fibrin DD(E); 0% = median of compound wells per plate; hit rate 0.13% among 370,000; inhibition, % at 8.3 µM;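 active = inhibition above the mean of compounds falling within the control limits plus 3 SD of them, cut at about 14% in these data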;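 also: 0% = plate median of compound wells and 100% = 10 µM Aha-Tn7 peptide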
#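 Test system: human clot-derived fibrin DD(E) complex / Quantity: 2 µM final DD(E) protein / Incubation: 10 min plus 3 h, room temperature / Measured by: fluorescence polarization / Benchmarks: high control of 10 µM Aha-Tn7 peptide / Replicates: singlicate testing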
# proKLK7 act – activators of human kallikrein-7 zymogen. hit rate 0.9% among 370,000. AID 652039. purified proKLK7, EDANS-DABCYL substrate fluorescence; 100% is mature enzyme control, 0% vehicle. activation, % at 7 µM. P49862;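 active = activation above the mean of all tested compounds plus 3 SD, computed per campaign excluding outliers beyond control limits, cut at about 13% in these data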
# Target sequence (P49862 whole entry, looked up): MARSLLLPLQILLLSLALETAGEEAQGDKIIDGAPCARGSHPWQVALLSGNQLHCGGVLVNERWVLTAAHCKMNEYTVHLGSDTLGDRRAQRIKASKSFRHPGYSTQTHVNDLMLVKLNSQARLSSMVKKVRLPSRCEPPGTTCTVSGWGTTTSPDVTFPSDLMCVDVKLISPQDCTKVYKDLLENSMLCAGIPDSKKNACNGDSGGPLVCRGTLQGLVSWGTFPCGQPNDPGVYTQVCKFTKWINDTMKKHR
# SIAE inh – human SIAE inhibition, primary screen; hit rate 0.69% among 370,000; inhibition, % at 9.66 µM; SIAE FP-Rh probe binding, fluorescence polarization; AID 1053197; Q9HAT2;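 active = inhibition above a cutoff: mean of compounds within the control limits plus 3 SD of those, cut at about 17% in these data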;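 also: 0% = plate median of compound wells and 100% = probe without SIAE protein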
# Starred values were filed as active, the others as inactive; x = not tested or not shown. Not a hit list. About 4.6% of those tested had a hit in this group.
TCR CD3 inh	PRMT1 FP inh	LEDGF integ inh	MBD2 DNA inh	TDP2 inh	UHRF1 MBD2 ctr	DDE Tn6 FP inh	DDE Tn7 FP inh	proKLK7 act	SIAE inh	Molecule
3.5	1.8	0.4	0.0	-1.8	-0.4	9.3	4.5	0.2	-2.7	CCc1ccc(OCC(=O)Nc2ccc(S(=O)(=O)N3CCOCC3)cc2)cc1
-7.2	1.1	1.6	-3.3	0.1	2.9	7.6	3.1	0.0	4.8	CC(C)OC(=O)C(NC(=O)c1ccccc1)=C1CCCCC1
-9.7	9.6	6.3	8.0	1.5	7.5	0.1	-2.7	0.4	-3.7	COc1ccccc1NC(=S)N1CCC(NC(=O)C23CC4CC(CC(C4)C2)C3)CC1
-3.3	2.8	3.6	-4.8	-14.4	0.7	1.2	-2.7	0.3	-11.1	S=c1[nH]nc(-c2cccnc2)n1/N=C/C(Cl)=C\c1ccccc1
0.6	-0.9	1.7	-0.2	5.9	2.5	13.4	-5.0	0.0	-4.5	CCOC(=O)c1c(NC(=O)CSC(=S)N2CCOCC2)sc(C)c1C
2.0	1.0	3.5	0.0	-2.4	-0.9	-3.1	-7.3	0.8	-5.4	Cc1ccc(Sc2ccc(NC(=O)CCN3C(=O)NC4(CCCC4)C3=O)cc2)c(C)c1
-2.8	4.7	-4.2	-0.6	-12.7	5.9	-7.4	-3.7	-0.5	-1.4	CN(c1ccccc1C(=O)N1CCc2ccccc2C1)S(C)(=O)=O
0.7	0.6	-0.4	3.7	5.9	-6.1	-5.7	3.7	-1.3	-16.5	CCOC(=O)/C=c1\s/c(=C\c2ccc(-c3ccccc3)cc2)c(=O)n1CC(=O)NCc1ccc2c(c1)OCO2
-0.4	4.1	-5.7	-0.6	-14.0	0.7	4.9	0.1	-0.1	-1.3	CCOC(=O)c1sc2ncnc(Nc3cccc(C(=O)O)c3)c2c1C
7.2	2.4	-3.3	1.4	1.6	-0.1	2.6	0.4	-1.9	0.1	Cc1cccc(Nc2ccccc2C(=O)OCC(=O)N2CCOCC2)c1C
11.2	-1.6	-5.6	0.4	-3.5	0.4	1.0	2.4	-0.3	-1.1	O=C(NNC(=O)C12CC3CC(CC(C3)C1)C2)c1ccccc1F
0.6	-0.9	-4.4	-3.9	-14.5	-2.2	-0.2	-12.0	0.1	-11.6	c1ccc(CN2CCC(Nc3nc(-c4ccccc4)nc4ccccc34)CC2)cc1
10.0	-1.3	-2.4	3.0	7.7	0.1	-4.9	0.5	1.2	8.0	CCc1nc2ccc(C(=O)Nc3ccc4c(c3)OCC(=O)N4)cn2c1N(C)C(=O)C1CCCCC1
6.7	-4.6	-1.0	-3.1	12.3	0.4	4.4	12.8	0.4	0.7	CC(C)c1ccc(NC(=O)C2CCN(S(=O)(=O)c3ccc4c(c3)C(C)(C)C(=O)N4C)CC2)cc1
5.7	-0.3	-0.5	4.0	-1.1	0.7	2.6	9.3	-0.3	1.8	Cc1csc(Sc2ccc(C(=O)OCC(=O)Nc3ccc(OC(F)(F)F)cc3)cc2[N+](=O)[O-])n1
-5.2	1.5	4.8	2.5	-5.8	-1.2	-7.2	6.7	-1.0	2.2	O=C(Cc1ccccc1)Nc1ccc(N2CCCC2)cc1
5.3	-5.3	-1.1	3.9	11.0	-1.0	-3.0	6.7	-0.2	2.9	OCCC#Cc1ccc(CN2CCN(Cc3ccsc3)C(CCO)C2)cc1 (stereo not given)
11.4	-1.8	-2.3	1.1	-16.2	-0.6	3.0	5.0	0.7	4.0	CCc1nnc(NC(=O)c2nn(-c3ccccc3)nc2C)s1
0.5	-2.9	3.3	-0.6	-19.1	3.1	5.8	-1.3	-0.3	0.3	CN(c1ccccc1)S(=O)(=O)c1cccc(Cl)c1Cl
x	-7.2	6.4	1.0	-7.4	-3.0	0.0	-1.8	-0.1	-1.5	O=C(c1ccc(F)cc1Cl)N1CCC(Oc2cccnc2)CC1

# Random excerpt: three records from the list, in no set order.
TCR CD3 inh	PRMT1 FP inh	LEDGF integ inh	MBD2 DNA inh	TDP2 inh	UHRF1 MBD2 ctr	DDE Tn6 FP inh	DDE Tn7 FP inh	proKLK7 act	SIAE inh	Molecule
7.2	2.4	-3.3	1.4	1.6	-0.1	2.6	0.4	-1.9	0.1	Cc1cccc(Nc2ccccc2C(=O)OCC(=O)N2CCOCC2)c1C
11.2	-1.6	-5.6	0.4	-3.5	0.4	1.0	2.4	-0.3	-1.1	O=C(NNC(=O)C12CC3CC(CC(C3)C1)C2)c1ccccc1F
-0.4	4.1	-5.7	-0.6	-14.0	0.7	4.9	0.1	-0.1	-1.3	CCOC(=O)c1sc2ncnc(Nc3cccc(C(=O)O)c3)c2c1C

# The list continues.
TCR CD3 inh	PRMT1 FP inh	LEDGF integ inh	MBD2 DNA inh	TDP2 inh	UHRF1 MBD2 ctr	DDE Tn6 FP inh	DDE Tn7 FP inh	proKLK7 act	SIAE inh	Molecule
-3.3	4.5	2.4	-6.6	1.6	0.4	-6.2	-1.1	-0.6	-2.4	O=c1c2ccccc2nc(/C=C/c2ccc([N+](=O)[O-])o2)n1CCCO
8.2	24.9*	1.9	8.3	-16.3	2.3	12.3	0.4	0.0	14.4	C=CCn1c(CSc2ccccc2[N+](=O)[O-])n[nH]c1=S
6.4	-0.1	-1.4	2.6	-20.9	4.1	-6.3	-1.7	-0.6	-6.2	C[C@@H]1CCCCCCCCC(=O)OCCN(C(=O)OC(C)(C)C)[C@H](C)CCCCCCCCC(=O)OCCN1C(=O)OC(C)(C)C
-7.4	-3.1	2.6	-4.0	1.8	-3.9	-2.6	-3.9	0.3	8.0	O=C(OCc1nc2ccc(Cl)cc2n1CCO)c1ccccc1
5.2	-1.5	-1.2	-0.5	1.9	-0.8	-0.5	5.9	0.2	-3.3	COC(=O)c1ccc(OC(=O)c2ccncc2)cc1O
-4.5	8.3	-5.5	2.3	-25.3	6.8	-5.6	-2.9	0.6	1.5	Clc1ccc2c(c1)Nc1ccccc1CC2
6.2	-0.9	-2.7	-0.8	4.5	-0.1	10.3	-4.4	-0.7	-0.8	COC(CNC(=O)C(C)n1nc(C)c2ccccc21)OC (stereo not given)
0.0	4.5	-2.7	2.5	-11.5	3.7	3.2	-6.5	0.1	-0.6	COc1ccc(NC(=O)C2CCCN(S(=O)(=O)c3ccc4c(c3)CCCN4C(C)=O)C2)cc1 (stereo not given)
1.9	2.7	6.2	3.0	6.5	-0.8	-1.8	-4.2	-0.3	1.9	Nc1ccn([C@@H]2O[C@H](CNCc3ccc(N4CCNCC4)cc3)[C@@H](O)[C@H]2O)c(=O)n1
3.1	1.1	-2.7	9.1	3.5	14.7	1.7	0.7	-0.4	-7.0	CN(C(=O)CSc1nc2c(cnn2-c2ccccc2)c(=O)[nH]1)C1CCS(=O)(=O)C1 (stereo not given)
-10.0	8.2	-0.3	5.1	-10.1	-1.8	-4.4	3.3	0.0	0.9	CN(C)c1ccc(/C=N/NC(=O)CCc2c[nH]c3ccccc23)cc1
-6.1	-0.1	1.7	-1.2	-5.6	1.8	7.7	1.1	-0.3	-3.1	Cc1ccc(S(=O)(=O)N(Cc2ccccc2)C(C)C)cc1
10.2	-1.2	-0.1	-0.4	-0.6	1.6	9.3	-2.7	-1.9	0.2	C=CCN(c1ccccc1)S(=O)(=O)c1ccc2[nH]cc(C(=O)NCCOC)c(=O)c2c1
6.0	2.4	0.5	2.6	1.4	0.4	5.2	1.4	0.2	-0.2	O=C(CN1C(=O)NC(Cc2c[nH]c3ccccc23)C1=O)NCCc1ccc(F)cc1 (stereo not given)
-2.7	5.4	-0.2	8.2	-8.6	0.8	-4.3	-6.3	0.4	11.2	C[C@H]1CN([C@@H](C)CO)C(=O)CCCn2nncc2CO[C@@H]1CN(C)C(=O)Nc1ccnc(N2CCOCC2)c1
0.0	-2.7	1.4	0.6	7.9	-1.8	5.2	-2.3	0.1	13.7	Cc1ccccc1C(=O)N1CCC(C(=O)N2CCN(c3ncccn3)CC2)CC1
7.4	-2.2	0.2	-2.6	-1.2	-1.1	4.3	6.2	-0.5	-1.9	CCN(CC)C(=O)C1=C(C)N(Cc2ccccc2)C(=O)C(CC(=O)NCC2CCCCC2)C1 (stereo not given)
-2.1	47.6*	-3.3	-3.7	-4.6	16.1	10.4	7.2	0.4	-4.3	O=C(CC1C(=O)OCC2CCCCN21)Nc1ccccc1C(F)(F)F (stereo not given)
-0.4	6.5	9.4	-1.7	4.8	-3.1	4.6	-8.5	-0.2	-5.6	Cc1sc(NC(=S)NC(=O)C2CCCCC2)c(C(N)=O)c1C
5.9	-1.8	-1.2	-7.2	11.2	11.5	-5.9	0.3	0.4	5.1	CCCC(C)NC(=O)C1CCN(S(=O)(=O)c2ccccc2)CC1 (stereo not given)
-18.8	2.8	-7.2	4.0	-8.5	-2.8	-4.0	4.6	-9.9	-41.7	COc1cccc(/C=N/NC(=O)c2ccc3nc[nH]c3c2)c1O
-1.3	-1.7	1.7	1.5	7.1	0.8	7.4	-9.7	-0.1	5.1	COc1ccc(CCN2CC(C(=O)N(C)Cc3cccnc3)CC2=O)cc1OC (stereo not given)
7.9	2.5	5.4	-0.8	2.9	0.1	0.0	-5.8	-0.1	-3.2	O=C(Nc1ccccc1)Nc1c(F)cccc1F
2.1	1.7	-6.2	3.5	-4.8	1.4	0.3	5.0	0.6	-1.8	O=C1C(=O)N(c2ccccn2)C(c2ccc(Br)cc2)/C1=C(/O)c1ccc(Br)cc1 (stereo not given)
4.9	-0.3	-0.4	1.1	2.2	0.3	-0.3	-3.8	-0.1	2.1	C[C@@H]1CN([C@@H](C)CO)C(=O)c2cccc(NS(C)(=O)=O)c2O[C@H]1CN(C)C(=O)Nc1ccc(F)cc1
2.5	4.3	-3.4	-5.2	3.0	-0.2	-8.0	4.5	1.4	-37.8	NS(=O)(=O)c1cccc(NC(=O)CSc2nc3nc(-c4cccs4)cc(C(F)(F)F)c3c(=O)[nH]2)c1
-1.5	-2.1	-0.7	1.1	4.6	-6.2	2.2	2.2	0.0	1.6	COC(=O)COc1ccc2c(=O)c(Oc3ccccc3Br)coc2c1
4.9	0.8	-3.6	-1.3	-14.0	0.3	13.3	3.9	0.2	-2.1	CN1CCCC(OC(=O)c2cccc(Cl)c2)C1 (stereo not given)
1.8	-2.0	-1.9	2.8	0.0	4.8	2.0	5.0	0.5	-0.9	O=C(Nc1cccc(OCC(=O)N2CCOCC2)c1)C1CCCCC1
6.0	-4.3	-0.5	2.7	3.8	-2.2	4.2	2.0	0.1	6.4	CN(CC(=O)Nc1c(Cl)cccc1Cl)C(=O)c1ccc(NS(=O)(=O)c2ccc3[nH]c(=O)[nH]c3c2)cc1
-0.6	-0.5	-1.7	0.5	3.4	2.2	-5.6	5.5	0.6	-1.8	O=C1c2ccccc2S(=O)(=O)c2cc(N3CCN(C(=O)c4ccccc4)CC3)ccc21
-1.5	-7.0	3.8	-3.4	-1.5	-1.6	2.4	-1.7	0.4	3.5	CC1CCN(c2nc3ccc(C(=O)NCCCN4CCCCC4)cc3s2)CC1
